# Screens (PubChem)
# Dengue virus CPE: Dengue virus cytopathic effect inhibitors, cell-based, CPE readout, HTS (AID 540333); CPE inhibition, % at 20 µM; 10,000 compounds, 3.1% hits; Dengue virus CPE inhibition in host cells; stronger effect = higher value; in the data active means CPE inhibition mostly above about 9.1%, no sharp cut-off; inactive means mostly below about 7.2%
# The depositor's hits bear a star; i = inactive. An excerpt (hit frequency here may not be typical).
SMILES,Dengue virus CPE
Cc1ccc(S(=O)(=O)N(C)C)cc1NC(=S)NC(=O)C12CC3CC(CC(C3)C1)C2,1.2
Cc1ccc2oc(-c3cccc(NC(=O)/C=C/c4cccc([N+](=O)[O-])c4)c3C)nc2c1,1.9
Cc1cccc2cc(CN(Cc3cccs3)C(=S)NCc3ccco3)c(=O)[nH]c12,5.3
COc1cc(OC)c(-n2cc(-c3ccc(Cl)cc3)[nH]c2=O)cc1Cl,0.2
O=C(Cc1ccccc1)Nc1ccc(NC(=O)c2cccs2)c(Cl)c1,3.4
Cc1ccc(Nc2nnc(SC(C)C(=O)Nc3c(C)n(C)n(-c4ccccc4)c3=O)s2)cc1 (configuration not stated),i
CCOc1ccc(-n2nnnc2-c2nc3ccccc3s2)cc1,4.5
C=CCNC(=O)CSc1nnc(-c2ccccc2Br)n1-c1cccc(C(F)(F)F)c1,i
c1csc(CNc2ncnc3ccc(-c4ccoc4)cc23)c1,0.8
CCCNc1nc(C)cc(-c2cc(C(=O)Nc3ccccc3)on2)n1,0.1
COc1ccc(/C=C/c2nnc(NC(=O)COc3cccc(C)c3)s2)cc1,9.3
CCN(NC(=O)C(O)(c1ccccc1)c1ccccc1)C(=O)c1ccccc1,0.5
COc1cc(F)c(C2=CC(=O)C[C@H](c3ccc(Cl)cc3)C2)cc1F,3.4
Cc1nn(Cc2cccc(F)c2)c(C)c1NC(=O)c1c(Cl)cnn1C,0.8
CCCCSc1nc2[nH]ncc2c(=O)[nH]1,0.4
O=C(Cc1ccccc1)N1CCN=C1SCc1ccc([N+](=O)[O-])cc1,i
COc1ccc(-c2[nH]c(-c3cc(OC)c4c(c3)OCO4)nc2-c2ccccc2)cc1,2.4
Cc1c(Cl)c([N+](=O)[O-])nn1CC(=O)NCc1cccs1,i
Cc1cc(C)cc(NC(=O)C(=O)NCc2ccccn2)c1,i
CC(c1ccccc1)N(CCC(c1ccccc1)C1CCOC(C)(C)C1)C(=O)c1ccco1 (configuration not stated),5.3
COc1ccc(OC)c(NC(=O)c2cccc(S(=O)(=O)N(Cc3ccccc3)c3ccccc3OC)c2)c1,0.1
C/C(=N\NC(=O)c1nn(C)cc1Br)c1cccc(NC(=O)c2ccncc2)c1,0.5
CC(=O)c1c(C)[nH]c(C(=O)Nc2cccc(S(=O)(=O)N3CCOCC3)c2)c1C,i
Cn1c(NC(=O)/C=C/c2ccc(Cl)c(Cl)c2)cc(=O)n(C)c1=O,2.3
O=C(CN1CCN(c2ccc(O)cc2)CC1)Nc1ccc(SC(F)F)cc1,0.8
CCOC(=O)c1c(NC(NC(C)=O)C(Cl)(Cl)Cl)sc2c1CCCC2 (configuration not stated),13.0*
COc1ccc(/C=N/N=C2\SC(CC(=O)O)C(=O)N2c2ccccc2)cc1 (configuration not stated),0.4
CN1CCN(C(=O)/C=C/c2ccc3c(c2)OCO3)CC1,0.5
Oc1ccc(-c2n[nH]c(=S)n2-c2ccc3c(c2)OCCO3)c(O)c1,i
CCOC(=O)c1ccc(NC(=O)COC(=O)Cc2csc(-c3ccccc3)n2)cc1,i
O=C1[C@H]2[C@@H](c3ccc(Cl)cc3)N3C(=O)N(c4cccc(Cl)c4)C(=O)[C@@]3(Cc3ccccc3)[C@H]2C(=O)N1C1CCCCC1,15.5*
COc1ccc(CCN(C)C(=O)c2ccc(S(=O)(=O)NCc3ccco3)cc2)cc1OC,i
Cc1ccccc1C(=NCCCN(C)C)c1ccccc1C,i
Oc1ccc(C2=NNC(=NCc3ccc4c(c3)OCO4)SC2)c(O)c1,i
CC(C)CC(COCc1ccc(Cl)cc1)N1CCN(C(=O)c2ccc(C(F)(F)F)cc2)CCC1=O (configuration not stated),12.7*
O=C(CCC(=O)NCCCc1ccccc1)NCCCc1ccccc1,i
Cc1cc(Cl)ccc1NC(=O)CCC(=O)O,0.6
CC1=C(C(=O)OC(C)(C)C)C(c2cccs2)NC(=O)N1 (configuration not stated),0.0
Cc1ccc(C(=O)NC(=S)Nc2cccc(NC(=O)c3ccccc3Cl)c2)cc1[N+](=O)[O-],i
Cc1c(CNC2CCC(C)CC2)c(C(=O)O)c(C)n1Cc1ccccc1 (configuration not stated),0.8
O=C(CC(=O)Nc1ccc(Cl)c(Cl)c1)N/N=C/c1ccc(O)cc1,6.2
CCN1CCN(C(=S)NCc2ccc(C)cc2)CC1,i
N#Cc1ccccc1N=Cc1ccc(Br)cc1,0.2
Cc1ccc(S(=O)(=O)c2nc(S(C)(=O)=O)sc2NCc2ccc3c(c2)OCO3)cc1,i
Cc1cc(SCC(=O)c2cccs2)n2nc(C)c(-c3ccccc3)c2n1,0.5
O=C(O)CC12C[C@H]3C[C@@H](C1)CC(n1ncc(N4CCN(c5ccccc5)CC4)c(Cl)c1=O)(C3)C2,1.2
CCCCn1c(C)csc1=Nc1cccnc1,1.2
COc1cc(/C=C(/C#N)c2nc3ccccc3c(=O)[nH]2)ccc1O,2.4
Cc1cc(N/N=C/c2ccc(Cl)cc2Cl)nc(NCc2ccccc2)n1,i
O=C(Nc1ccc(-c2nc3ccccc3[nH]2)cc1)c1ccccc1NS(=O)(=O)c1ccc(F)cc1,0.3

# More entries
SMILES,Dengue virus CPE
CCC(=O)OC1(C)C(=O)C=C2C=C(CCCC(=O)OC)OC=C2C1=O (configuration not stated),i
Nc1ccc(-n2nnnc2CN2CCOCC2)cc1,0.2
CC(C)CNC(=O)c1cc([N+](=O)[O-])ccc1N1CCOCC1,i
CCCC1=NN(c2ccc([N+](=O)[O-])cc2)C(=O)/C1=C\N(C)C,0.2
O=C1C2C3c4ccccc4C(Br)(c4ccccc43)C2C(=O)N1c1ccccc1O (configuration not stated),0.6
Fc1cccc2sc(Nc3nc4ccccc4s3)nc12,0.7
CCN(Cc1ccccc1)C(=O)COC(=O)CNS(=O)(=O)c1ccc(C)cc1,0.4
COc1ccc(S(=O)(=O)NC(C)C(=O)Nc2cccc([N+](=O)[O-])c2)cc1 (configuration not stated),1.6
CCC(=O)OCCNc1cc(SCCC(=O)OC)c2nonc2c1[N+](=O)[O-],0.4
Cc1ccc(S(=O)(=O)N(C)C)cc1NC(=O)CCNC(=O)c1ccccc1Cl,i
Cc1c(Cl)cccc1NC(=S)NCc1cccn1C,0.3
Cc1ccc(NC(=O)CCS(=O)(=O)c2ccc(Br)cc2)nc1,i
COC(=O)C1=NNC2(c3ccc(Cl)cc3)C(=O)N(c3ccc(Cl)cc3)C(=O)C12 (configuration not stated),i
COc1cc(NC(=O)Cn2nc(C(F)(F)F)c(Br)c2C)cc([N+](=O)[O-])c1,1.9
CCOc1cc(/C=N/O)ccc1OCc1ccc(F)cc1,i
N#Cc1c(-c2ccc(Cl)cc2)c(C#N)c(=O)n(N)c1N,0.4
COCCNC(=O)c1onc(CSc2cccc(OC)c2)c1C(=O)NCCOC,0.4
CC(/C=C/c1ccc2c(c1)OCO2)=N/NC(=O)COc1ccc(C)cc1,0.5
CC(=O)c1ccc(NC(=O)CN2C(=O)/C(=C/C=C/c3ccccc3)SC2=S)cc1,0.2
O=C(CCN1C(=O)c2ccccc2C1=O)C1=NN[C@@H]2C(=O)N(c3ccc(F)cc3)C(=O)[C@H]12,0.9
C=C(C)C1CC=C(C)/C(=N/NC(=O)COc2ccccc2Cl)C1 (configuration not stated),1.5
CC(C)CC(=O)NC1(C(F)(F)F)C(=O)N(CC(C)C)C2=C1C(=O)CC(C)(C)C2 (configuration not stated),i
CC(=O)c1cccc(NC(=O)c2cc(Cl)sc2Cl)c1,i
N#CCCn1c(SCC(=O)Nc2ccc(N3CCOCC3)cc2)nc2ccccc21,i
NS(=O)(=O)c1ccc(CCNC(=S)Nc2ccccc2)cc1,0.6
CCN(c1ccccc1)S(=O)(=O)c1cc(C(=O)Nc2ccc(F)c(F)c2)ccc1F,i
C(=N/Nc1nc(-c2ccccc2)cc(-c2ccccc2)n1)/c1cccnc1,7.1
[O-]/[N+](=C\c1ccccc1)c1ccc(Br)cc1,i
CCOC(=O)C(NC(C)=O)(OCc1ccccc1)C(F)(F)F (configuration not stated),0.3
CCCCC(=O)Nc1ccc2c3c(cccc13)CC2,i
Cc1nc(SCC(=O)Nc2ccc(Cl)cc2[N+](=O)[O-])nc(C)c1C,0.6
N/C(=C/C(=O)c1ccccc1O)C(F)(F)F,0.3
CCOc1ccccc1N1CCN(C(=S)NC(=O)C23CC4CC(CC(C4)C2)C3)CC1,2.3
CCN1CCCC1CNCc1cccc(OC)c1OCc1ccccc1 (configuration not stated),i
O=C(NCCc1ccccc1)c1c(F)c(F)c(F)c(F)c1F,0.3
CSCCC(NC(=O)c1ccc(Cl)cc1)C(=O)OCC(=O)Nc1cc(Cl)ccc1C (configuration not stated),0.1
Cc1cccc(NC(=S)NCCC(c2ccccc2)c2ccccc2)c1,0.7
CN(C)C(C)(C)C#CCC(c1ccccc1)c1ccccc1,0.3
C=CCSC1=N/C(=C\c2cc(OCC)c(OC(C)=O)c([N+](=O)[O-])c2)C(=O)S1,1.3
O=C(COc1cccc2c1CCN(Cc1ccccc1)C2=O)NCc1ccco1,i
Cc1ccc(C(=O)NC(=S)Nc2ccc(NC(=O)c3cccc(Cl)c3)cc2)cc1,0.8
Cc1ccc(NNC(=S)Nc2ccc(C(C)C)cc2)c(C)c1,0.9
FC(F)(F)c1cnc(NNC(=S)Nc2ccc(Cl)cc2)c(Cl)c1,0.1
O=[N+]([O-])c1ccc(-c2nc(=S)c3c(o2)CCCC3)cc1,0.4
C=CCN(CC=C)C(=S)NCCc1ccc(OC)c(OC)c1,0.2
COc1ccccc1NS(=O)(=O)c1cc(NC(=O)c2ccc3ccccc3n2)ccc1Cl,2.5
O=C(N/N=C/c1ccc(-c2ccccc2[N+](=O)[O-])o1)[C@H]1C[C@@H]1c1ccccc1,i
C=CCn1c(C)cc(C(=O)COC(=O)c2ccc3c(c2)NC(=O)CS3)c1C,0.8
Cc1ccc(C)c2c1cc(C)c1nnc(SCC(=O)Nc3nc4c(s3)CCCC4)n12,1.6
CSc1ccccc1NC(=O)CN(c1ccccc1Br)S(C)(=O)=O,i

# Continuation:
SMILES,Dengue virus CPE
COc1ccc(NC(=O)c2cncc(Br)c2)cc1S(=O)(=O)N1CCCCC1,i
CC1CC(=O)Nc2ccccc2N1S(=O)(=O)c1cccc(Cl)c1 (configuration not stated),0.5
Nc1cc([N+](=O)[O-])ccc1O,5.7
CC(C)(C)CC(=O)Nc1cc(S(=O)(=O)N2CCCCCC2)ccc1Cl,2.8
COc1ccc(C(=O)NNC2CC(=O)N(Cc3ccccc3)C2=O)cc1OC (configuration not stated),i
CSc1nc(N2CCOCC2)nc2ccc(C)cc12,11.8*
CCN(CC)c1ccc(/C=N/NC(=O)c2ccco2)cc1,1.2
NNC(=O)c1ccc(COc2ccc3c(c2)CCC3)o1,0.1
O=C1Nc2cc(C(=O)N3CCc4ccccc4C3)ccc2S/C1=C\c1ccccc1,2.7
O=C(NCc1ccc2c(c1)OCO2)c1cc([N+](=O)[O-])ccc1N1CCCCC1,0.4
C[C@H](CO)N1C[C@H](C)[C@@H](CN(C)C(=O)Nc2ccc3c(c2)OCO3)Oc2ccc(NC(=O)NC3CCCCC3)cc2C1=O,0.6
CCCc1cc(-c2nc(-c3ccc(Br)cc3)cs2)ccn1,1.5
Cn1c(COc2ccc(Br)cc2)nnc1SC1CCc2ccccc2C1=O (configuration not stated),0.4
Cc1nn(C)cc1CNC(=O)c1cccc(F)c1,1.0
COCCNC(=O)c1onc(CSc2ccc(F)c(F)c2)c1C(=O)NCCOC,i
Brc1ccc(CNCc2cccs2)cc1,0.5
CCOc1ccc(/C=C2\SC(N3CCc4ccccc4C3)=NC2=O)cc1,17.6*
C[C@@H]1C(=O)O[C@@H]2[C@H](O)C34[C@H]5C[C@@H](C(C)(C)C)C36[C@H](OC(=O)[C@@H]6O)OC4(C(=O)O5)[C@@]12O (some centres not stated),0.7
Cc1cc(C)n(-c2ccc(C(=O)O)cc2)n1,i
CCOC(=O)c1c(-c2ccc(C)cc2)csc1NC(=O)CCN1CCOCC1,i
C/C(=N\Nc1ccccn1)c1ccc(S(=O)(=O)NCc2ccco2)cc1,i
COc1ccc(N(CC(=O)Nc2ccccc2C(=O)NCC(C)C)S(C)(=O)=O)cc1,1.7
CCCN(CC(=O)Nc1ccc(F)c(F)c1F)CC(=O)Nc1c(Cl)cccc1Cl,1.1
O=C(COc1ccccc1-c1ccccc1)NCCN1C(=O)S/C(=C\c2cccnc2)C1=O,2.9
Cc1nc2sc(C(c3ccc(F)cc3)N3CCN(C(=O)c4ccco4)CC3)c(O)n2n1 (configuration not stated),0.4
Cc1cccc(-c2nsc(SCC(=O)NCc3ccc4c(c3)OCO4)n2)c1,0.3
CC1c2ccccc2SC(CCCN(C)C)c2ccccc21 (configuration not stated),i

# Ordered by formula weight (ascending): part of the list above.
SMILES,Dengue virus CPE
NNC(=O)c1ccc(COc2ccc3c(c2)CCC3)o1,0.1
Brc1ccc(CNCc2cccs2)cc1,0.5
CC1c2ccccc2SC(CCCN(C)C)c2ccccc21 (configuration not stated),i
CCCc1cc(-c2nc(-c3ccc(Br)cc3)cs2)ccn1,1.5
CCOc1ccc(/C=C2\SC(N3CCc4ccccc4C3)=NC2=O)cc1,17.6*
C/C(=N\Nc1ccccn1)c1ccc(S(=O)(=O)NCc2ccco2)cc1,i
O=C(NCc1ccc2c(c1)OCO2)c1cc([N+](=O)[O-])ccc1N1CCCCC1,0.4
Cc1cccc(-c2nsc(SCC(=O)NCc3ccc4c(c3)OCO4)n2)c1,0.3
CCOC(=O)c1c(-c2ccc(C)cc2)csc1NC(=O)CCN1CCOCC1,i
O=C1Nc2cc(C(=O)N3CCc4ccccc4C3)ccc2S/C1=C\c1ccccc1,2.7
C[C@@H]1C(=O)O[C@@H]2[C@H](O)C34[C@H]5C[C@@H](C(C)(C)C)C36[C@H](OC(=O)[C@@H]6O)OC4(C(=O)O5)[C@@]12O (some centres not stated),0.7
COCCNC(=O)c1onc(CSc2ccc(F)c(F)c2)c1C(=O)NCCOC,i
Cc1nc2sc(C(c3ccc(F)cc3)N3CCN(C(=O)c4ccco4)CC3)c(O)n2n1 (configuration not stated),0.4
Cn1c(COc2ccc(Br)cc2)nnc1SC1CCc2ccccc2C1=O (configuration not stated),0.4
CCCN(CC(=O)Nc1ccc(F)c(F)c1F)CC(=O)Nc1c(Cl)cccc1Cl,1.1
O=C(COc1ccccc1-c1ccccc1)NCCN1C(=O)S/C(=C\c2cccnc2)C1=O,2.9
C[C@H](CO)N1C[C@H](C)[C@@H](CN(C)C(=O)Nc2ccc3c(c2)OCO3)Oc2ccc(NC(=O)NC3CCCCC3)cc2C1=O,0.6
